SUMO Mot1 rescue – inhibitors of SUMOylation pathway: yeast Mot1-301 growth rescue. S. cerevisiae Mot1-301 growth rescue, ATP luminescence, 38.5C; percent above DMSO median, 100 means doubled. AID 2716. 320,000 tested, 1% active. growth rescue, % at 18.8 µM;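 active means every valid replicate shows activation above 250% relative to neutral control wells; inactive means the rest, any valid replicate at or below 250%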;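 further: OY570 slx delta 5 strain wells were the positive control but not used for scaling; some compounds called inactive have numbers as strong as hits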
SR-BI DiI inh – blocks mouse SR-BI lipid uptake from DiI-HDL | 320,000 tested, 0.96% active | Q61009 | inhibition, % at 12.5 µM | ldlA[mSR-BI] CHO cells, DiI-HDL uptake fluorescence, 3 h;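 active means mean replicate inhibition of at least 70% and a set share of replicates each scoring 70 or more; inconclusive means meets just one of the two criteria; inactive means fails both criteria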;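 further: 0% = median of neutral control wells and 100% = median of positive control wells; values of inactives mirror those of a sister screen read the other way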
Target sequence (Q61009 whole entry, looked up): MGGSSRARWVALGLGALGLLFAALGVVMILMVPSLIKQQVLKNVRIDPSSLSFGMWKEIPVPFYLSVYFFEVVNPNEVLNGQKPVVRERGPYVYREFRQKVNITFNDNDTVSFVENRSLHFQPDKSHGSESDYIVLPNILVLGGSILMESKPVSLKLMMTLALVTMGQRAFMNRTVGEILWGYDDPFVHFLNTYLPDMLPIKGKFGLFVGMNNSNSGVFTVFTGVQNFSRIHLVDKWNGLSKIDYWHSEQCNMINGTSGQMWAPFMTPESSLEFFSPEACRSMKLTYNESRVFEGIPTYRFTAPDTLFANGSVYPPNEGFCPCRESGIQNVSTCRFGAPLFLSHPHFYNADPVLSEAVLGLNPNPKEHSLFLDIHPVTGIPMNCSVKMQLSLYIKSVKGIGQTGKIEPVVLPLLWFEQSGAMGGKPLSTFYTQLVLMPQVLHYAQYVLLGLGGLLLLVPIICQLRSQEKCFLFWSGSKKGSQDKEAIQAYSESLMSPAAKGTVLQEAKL
SR-BI DiI-HDL act – SR-BI HDL lipid transfer activation | CHO ldlA[mSR-BI] cells, DiI-HDL uptake fluorescence, 3 h; 100 = double the neutral-control signal | activation, % at 12.5 µM | 320,000 tested, 0.096% active;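 active means mean replicate activation of at least 60% and every replicate at or above 60%; inconclusive means mean or all-replicate condition met, but not both; inactive means mean below 60% and not all replicates reaching 60%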;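 further: 0% = median plate neutral-control signal and 100% = twice that signal; values of inactives mirror those of a sister screen read the other way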
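Material – SR-BI-overexpressing, LDLR-lacking CHO cells · Medium – BSA-supplemented, HEPES-buffered Ham's F12, pH 7.4 · Doses – single concentration · Times – compound with DiI-HDL co-incubation, 3 h at 37 °C · Measured by – bottom-read fluorescence, 550/595 nm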
DSG3 Ab inh – blocks pemphigus antibody binding to human desmoglein-3. P32926. DSG3-coupled beads, scFv-anti-DSG3-GFP binding, flow cytometry; hits give low values. binding (percent of control), % at 10 µM. 310,000 tested, 0.48% active;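 active means binding more than 3 SD below its plate's average and above zero; inconclusive means below that plate limit but binding exactly zero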;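 further: hits lower antibody fragment binding to DSG3; some compounds called inactive have numbers as strong as hits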
NSD2 HMT inh – NSD2 (human) methyltransferase inhibition | 310,000 tested, 0.54% active | inhibition, % at 12.5 µM | O96028 | NSD2 peptide methylation, AlphaScreen, 120 min; in the data active means inhibition above about 50%
PKA-R1A act – activates the PKA-R1A holoenzyme complex; P00514+P68181; activation, % at 11.4 µM; PKA-R1A dissociation, Cy5-IP20 fluorescence polarization; scaled: DMSO 0%, 113 µM cGMP 100%; 340,000 tested, 0.083% active;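 active means percent activation above the mean of all tested compounds plus 3 SD, cut at about 19% in these data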;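 further: higher means more PKAc released from R1A so a rise in polarization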
Arr AP2 block – blocks beta-arrestin peptide binding to AP2 adaptin; FITC-arrestin peptide / GST-AP2 beads, flow cytometry; AP2 beta2 appendage carries R879A mutation; inhibition, % at 10 µM; 340,000 tested, 0.31% active;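 active means inhibition above a set limit, near 3 SD of compounds lacking own fluorescence, cut at about 54% in these data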;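 further: plate controls were DMSO wells for no effect and 5 µM unlabelled arrestin peptide for full effect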
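System: GST-AP2 R879A glutathione beads; medium: PBS, Tween 20 0.05%, BSA 0.1%; reagent: fluorescein-tagged arrestin peptide at 50 nM final; schedule: pre-incubation 12 min, peptide binding 1 h, room temperature; detection: flow cytometry, FL1 (488/535 nm); read-out: inhibition as reduced fluorescein signal on beads, percent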
PKA-R2B activ – activators of human PKA-R2B complex; P22694+P31323; PKA-R2B holoenzyme dissociation, Cy5-IP20 fluorescence polarization; R2B truncated from residue 108, S112A mutant; 0% DMSO only, 100% 113 µM cGMP; activation, % at 11.4 µM; 340,000 tested, 0.079% active; AID 504700;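 active means activation above a cutoff set at the mean over all compounds plus 3 SD, cut at about 18% in these data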;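 further: higher means more holoenzyme dissociation and a rise in polarization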
Target sequence (P31323 whole entry, looked up, other chains not shown, the tested form may be a part): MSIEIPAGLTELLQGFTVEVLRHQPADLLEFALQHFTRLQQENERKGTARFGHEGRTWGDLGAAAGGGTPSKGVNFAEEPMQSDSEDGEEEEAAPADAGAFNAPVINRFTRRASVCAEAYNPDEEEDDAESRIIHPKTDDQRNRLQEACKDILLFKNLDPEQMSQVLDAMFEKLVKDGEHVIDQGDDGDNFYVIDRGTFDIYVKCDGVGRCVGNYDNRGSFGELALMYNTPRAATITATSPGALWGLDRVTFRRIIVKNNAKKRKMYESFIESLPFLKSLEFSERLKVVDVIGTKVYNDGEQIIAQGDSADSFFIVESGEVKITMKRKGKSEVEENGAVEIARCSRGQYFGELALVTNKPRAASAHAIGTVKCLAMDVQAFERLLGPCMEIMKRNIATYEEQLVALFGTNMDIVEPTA
MITF TRPM1 HTS – activators of MITF-driven TRPM1 promoter activity in SK-MEL-5 cells | 300,000 tested, 0.75% active | activation, % at 12.5 µM | SK-MEL-5 TRPM1-promoter luciferase, 24 h; % of positive control, neutral wells = 0;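 active means mean activation of at least 80% with every replicate also reaching 80%; inconclusive means mean reaches 80% but some replicate falls short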;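 further: 0% = neutral control wells and 100% = parthenolide positive control wells; values of inactives mirror those of a sister screen read the other way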
dFosB act – enhances mouse delta FosB homodimer DNA binding; 340,000 tested, 0.99% active; purified delta FosB, TAMRA-CDK5 oligo fluorescence polarization; percent of positive-control signal above neutral wells; AID 493131; activation, % at 25 µM;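 active means mean activation above about 17%, with every replicate also reaching it, limit read from the data, passing the limit was not always enough; inconclusive means only one of the two conditions met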;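 further: fluorescence polarization rise as delta FosB binds a TAMRA Cdk5 AP-1 oligo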
CDK5 p35 inh – CDK5/p35 (human) kinase inhibition. 330,000 tested, 0.01% active. Recombinant CDK5/p35, ADP-Glo luminescence, 60 min. Q00535+Q15078. inhibition, % at 10 µM;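 active means highest replicate inhibition of at least 50% and at least 75% of replicates reaching 50%; inconclusive means only one of the two criteria met; inactive means both criteria failed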;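 further: plate controls were DMSO neutral control for no effect and GW8510 at 10 µM for full effect; many of its hits are not listed in these tables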
The depositor's hits bear a star; ? = inconclusive; nt = not tested or not shown.

entry | PKA-R1A act | DSG3 Ab inh | CDK5 p35 inh | NSD2 HMT inh | Arr AP2 block | SR-BI DiI-HDL act | mol | SR-BI DiI inh | dFosB act | PKA-R2B activ | MITF TRPM1 HTS | SUMO Mot1 rescue
1 | -4 | 96 | -0.8 | 0 | 1 | -11 | CCOC(=O)c1c(C)[nH]c(C(=O)COC(=O)Cn2cc(C(F)(F)F)ccc2=O)c1C | 11 | -10 | 0 | -5 | 8
2 | 3 | nt | -0.1 | 13 | -3 | 21 | CC1(C)NC(C)(C)c2nonc2/C1=N\O | -21 | -3 | -10 | nt | 0
3 | -9 | 109 | 1.6 | 3 | -3 | 7 | CN1CCN(c2ccc(-c3cccc(NC(=O)COc4ccccc4)c3)nn2)CC1 | -7 | -30 | 3 | 38 | -16
4 | -13 | 97 | 0.9 | 1 | 24 | 7 | CCN(CC(=O)Nc1ccc(NC(C)=O)cc1)C(=O)c1c(C)nn(Cc2ccc(C)cc2)c1Cl | -7 | -7 | 2 | -1 | nt
5 | -4 | 90 | -3.6 | 1 | 45 | 16 | O=C(c1ccccc1)N1N=C(c2ccccc2)CC1c1ccccc1O (centres undefined) | -16 | 0 | -6 | -11 | -15
6 | 10 | 108 | -0.7 | nt | 5 | 25 | O=C(CC1Oc2ccccc2NC1=O)NC1CC1 (centres undefined) | -25 | -1 | 9 | 1 | 11
7 | -2 | 97 | -1.1 | -1 | 15 | 43 | CC(Oc1ccccc1)C(=O)Nc1cccc(F)c1 (centres undefined) | -43 | -2 | -6 | 11 | 41
8 | 5 | nt | -0.2 | -1 | -9 | 2 | CCOC(=O)c1cn2nc(Oc3ccc(C(=O)OC)cc3)ccc2n1 | -2 | -1 | 11 | nt | 3
9 | -8 | 100 | 2.0 | -1 | 34 | -7 | CC(=O)NC(=S)Nc1cccc([N+](=O)[O-])c1 | 7 | 2 | -1 | 2 | 16
10 | 3 | 103 | -1.0 | 0 | 29 | 5 | Cc1ccc(C(=O)NC2CCN(CC(=O)Nc3cccc([N+](=O)[O-])c3)CC2)cc1 | -5 | -20 | 1 | -3 | -9
11 | -11 | 87 | -2.0 | 2 | -2 | -12 | COc1ccc(N(CC(=O)N/N=C(\C)CCc2ccccc2)S(=O)(=O)c2ccc(C)cc2)cc1 | 12 | 3 | -10 | 1 | -20
12 | 5 | 94 | -0.8 | -3 | -7 | 13 | CC1CCCN(CCC(=O)Nc2ccc3c(c2)CCC3)C1 (centres undefined) | -13 | -4 | -6 | 0 | -24
13 | -7 | 96 | 0.7 | -1 | 6 | 15 | NC(=O)CN1C(=O)C(=O)N(Cc2ccccc2)C1=O | -15 | -2 | 8 | -4 | -4
14 | -11 | nt | -2.6 | 3 | -2 | 25 | CN1C(=O)c2ccc(C(=O)NCc3ccccn3)cc2C1=O | -25 | 9 | -10 | -9 | 7
15 | -1 | 94 | 0.6 | nt | -2 | 21 | CC1CCN(C(=O)C2CCN(S(=O)(=O)c3cnc[nH]3)CC2)CC1 | -21 | -1 | -4 | 6 | -21
16 | 0 | 105 | -1.4 | -2 | -19 | -5 | CCc1ccc(C2c3[nH]c4ccccc4c3CCN2C(=O)c2ccc(=O)n(C)n2)cc1 (centres undefined) | 5 | -8 | -14 | -35 | 4
17 | 13 | 103 | -0.5 | 0 | 5 | -24 | O=C(Nc1ccc(N2CCCCC2)cc1)c1ccc2c(c1)OCCO2 | 24 | -1 | -8 | 32 | 21
18 | 17 | 103 | -12 | 34 | 2 | 25 | Cc1sc2nc(SCC(=O)NCCO)n(C)c(=O)c2c1C | -25 | -3 | 4 | -1 | -1
19 | 4 | 104 | 1.5 | 2 | -3 | 9 | O=C(Nc1ccccc1C(=O)O)c1cc(S(=O)(=O)N2CCOCC2)cs1 | -9 | -2 | 2 | -3 | -2
20 | 6 | 103 | -3.1 | -2 | 18 | -96 | O=C(N/N=C/c1cc(Br)ccc1OC(=O)c1ccc(Br)cc1)c1ccncc1 | 96* | -2 | 5 | -56 | -15
21 | 8 | 97 | 0.4 | 13 | 14 | 23 | Cc1c(C(=O)Nc2ccccc2)cn2c(nc3ccccc32)c1C#N | -23 | 8 | -15 | -2 | 129
22 | 7 | 96 | -0.4 | 6 | -6 | -1 | Cc1cc(C)nc(Nc2ccc(N3CCOCC3)cc2)n1 | 1 | -5 | 17 | 1 | 53
23 | 10 | 105 | 1.2 | 2 | 38 | -9 | Cc1ccccc1C(=O)NNC(=O)C1CCN(C(=O)Nc2ccccc2)CC1 | 9 | -1 | 1 | 3 | 342*
24 | 0 | nt | 1.4 | -2 | 26 | -16 | COC(=O)C1(C)NC(c2ccco2)C2C(=O)N(c3ccc(C)cc3)C(=O)C21 (centres undefined) | 16 | -4 | 0 | nt | 3
25 | -2 | 102 | 0.1 | 35 | 20 | -70 | C/C(=N\N=C(/N)SC1CC(=O)N(c2ccccc2)C1=O)c1cccs1 (centres undefined) | ? | 1 | -11 | -12 | -10
26 | -5 | nt | -1.4 | -4 | -2 | 31 | COC(=O)c1ccc(OC(=O)C2CC(=O)N(c3cccc(C)c3)C2)cc1 (centres undefined) | -31 | -7 | 0 | -6 | -1
27 | -15 | 96 | -0.9 | nt | -5 | -2 | Nc1ccn(C2CC(O)C(CO)O2)c(=O)n1 (centres undefined) | 2 | -2 | -9 | -2 | 0
28 | 0 | 100 | -0.2 | nt | -6 | 15 | CCCCc1ccc(S(=O)(=O)NNC(=S)NCc2ccco2)cc1 | -15 | -7 | -11 | 12 | 545*
29 | -12 | 103 | -0.1 | -1 | 24 | -2 | O=C(Nc1ccc(F)cc1)C(c1ccccc1)N1CCN(S(=O)(=O)c2ccccc2)CC1 (centres undefined) | 2 | 6 | -5 | -2 | -2
30 | -9 | 102 | -0.7 | -3 | 0 | -12 | COC(=O)C(NC=O)C(O)(Cc1ccccc1)C(F)(F)F (centres undefined) | 12 | -1 | -9 | -7 | 5
31 | -2 | 94 | 0.9 | nt | -7 | 7 | Cc1cccc([C@@H]2[C@@H]3C(=O)N(Cc4ccccc4)C(=O)[C@@H]3[C@]3(Cc4ccccc4)C(=O)N(c4ccccc4)C(=O)N23)c1 | -7 | -1 | -8 | nt | -13
32 | -8 | 98 | -1.2 | -1 | -8 | 4 | COCCN(CC(=O)Nc1cccc(C)c1C)C(=O)C1(c2ccccc2)CC1 | -4 | 6 | -16 | 1 | -12
33 | -1 | 92 | 1.2 | -2 | 1 | 17 | Cc1ccc(NC(=O)CSc2nnc(NC(=O)C(C)C)s2)c(C)c1 | -17 | 6 | -16 | 1 | -7
34 | 1 | 124 | -0.5 | 4 | 2 | 28 | O=C(COc1ccccc1Cl)N(Cc1ccco1)C1CCS(=O)(=O)C1 (centres undefined) | -28 | -6 | 12 | 11 | 1
35 | 3 | 110 | 0.4 | 2 | 3 | 33 | Cc1cccc(C(=O)NC2CCN(CC(=O)Nc3ccccc3Cl)CC2)c1 | -33 | 1 | -7 | -5 | -9
36 | -4 | 105 | 0.0 | 3 | 4 | 7 | Cc1ccc(S(=O)(=O)N2CCN(C(=O)N(C)C)CC2)cc1C | -7 | 3 | -3 | 0 | 14
37 | -3 | 99 | 1.2 | 1 | -3 | -49 | O=C(Nc1ccccc1)C1=C(O)CC(c2ccco2)CC1=Nc1ccccc1 (centres undefined) | 49 | -6 | 1 | 10 | -1
38 | -6 | 122 | 3.0 | -1 | 29 | 41 | CN(c1ncnc(N)c1[N+](=O)[O-])C1CCCCC1 | -41 | 3 | 3 | 39 | -1
39 | -6 | 92 | 2.3 | -4 | 1 | 13 | Cc1oc2c(CN3CCCCC3)c(O)ccc2c(=O)c1-c1ccc(Cl)cc1 | -13 | -6 | -5 | 0 | -12
40 | 6 | 99 | -0.7 | -3 | -2 | 31 | CSc1ncccc1C(=O)OCC(=O)NC(C)(C)C | -31 | -6 | 1 | -6 | -4
41 | -10 | 94 | -0.5 | -2 | 3 | 19 | O=C(NNC(=O)c1ccccc1F)c1ccc2[nH]c(=O)c(=O)[nH]c2c1 | -19 | -5 | 2 | 14 | 17
42 | 5 | 94 | 0.0 | 0 | -9 | 0 | O=C1c2ccccc2C(=O)N1OCCCN1C(=O)c2ccccc2S1(=O)=O | 0 | 7 | -12 | 7 | nt
43 | 3 | 121 | -4.3 | nt | 0 | 5 | C[C@]12C=CC(=O)C=C1CC[C@H]1[C@@H]3C[C@@H](O)[C@](O)(C(=O)CO)[C@@]3(C)C[C@H](O)[C@@]12F | -5 | -1 | -9 | 12 | 6
44 | -5 | 103 | 0.7 | 1 | 0 | -18 | COc1ccc(C(=O)C2CCCN(C(=O)c3cccc(Cl)c3F)C2)cc1OC (centres undefined) | 18 | -5 | -3 | -6 | -5
45 | 8 | 90 | -6.2 | nt | -2 | nt | COC(=O)Cn1c(=O)c(C(=O)CCl)c(N)n(Cc2ccccc2)c1=O | nt | 1 | -13 | -50 | -28
46 | -6 | 84 | 0.2 | -1 | 7 | -21 | CCOC(=O)c1cc(-c2ccc(OC(F)F)cc2)nc2c1c(=O)[nH]c(=O)n2C | 21 | -8 | -6 | 2 | 2
47 | 2 | 100 | -1.4 | -5 | -2 | 16 | CCOP(=O)(OCC)C(NC(=O)c1ccc(OC)c(OC)c1)c1ccccc1 (centres undefined) | -16 | -4 | -15 | -6 | -5
48 | -6 | nt | -0.1 | -6 | 9 | nt | Cc1ccc2c(COC(=O)c3ccccc3Cl)cc(=O)oc2c1 | nt | -7 | -3 | 181* | -15
49 | -8 | 95 | 0.5 | 5 | -10 | -29 | Cc1ccc(C(=O)Nc2ccncc2)cc1[N+](=O)[O-] | 29 | 6 | -9 | nt | 23
50 | 7 | 99 | 0.1 | 1 | 13 | 13 | Cc1nnc(SCCn2c(N(C)Cc3ccccc3)nc3c2c(=O)n(C)c(=O)n3C)s1 | -13 | -5 | -4 | 9 | 10
51 | -2 | 101 | 0.2 | 4 | 2 | -9 | COc1ccc(OC)c(N/C=C2/CCCCC2=O)c1 | 9 | -13 | 2 | -14 | -6
52 | -3 | 99 | 0.0 | -2 | -14 | -4 | CCOc1ccccc1NC(=O)CCN(c1ccc(C)cc1)S(=O)(=O)c1ccccc1 | 4 | -1 | 5 | -5 | 289
